# Gli-Sufu antag: Gli-Sufu pathway antagonists, primary screen, luciferase luminescence, Sufu-KO-LIGHT cells, uHTS; Sufu-KO-LIGHT fibroblasts, Gli luciferase reporter luminescence; actives 0.74% (n = 340,000); inhibition, % at 5 µM;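 active = inhibition above about 55%, limit read from the data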;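 note: 0% = DMSO-treated cells and 100% = wells with medium but no cells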
# Mdm2-MdmX inh: inhibitors of human Mdm2-MdmX association, primary screen, cell-based, luminescence, split luciferase, SaOS-2, uHTS; Protein Mdm4 (Homo sapiens) + E3 ubiquitin-protein ligase Mdm2 (Homo sapiens), …; SaOS-2 split-luciferase Mdm2/MdmX complementation; inhibition, % at 8 µM; actives 3% (n = 330,000); AID 485346, 2010;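 active = inhibition of at least 50% at 8 µM in the primary screen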
# CXCR6 inh: CXCR6 receptor inhibitors, primary screen, cell-based, beta-arrestin, luminescence, CHO-K1 PathHunter, 1536-well; C-X-C chemokine receptor type 6 (Homo sapiens), O00574; inhibition, % at 20 µM; actives 0.36% (n = 360,000); AID 602244, 2012; in the data active = inhibition above about 34%, passing the limit was not always enough;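 note: antagonist mode with CXCL16 agonist at 10 nM final; 0% = 10 nM CXCL16 with DMSO and 100% = unstimulated wells without agonist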
# Target sequence (O00574 whole entry, looked up): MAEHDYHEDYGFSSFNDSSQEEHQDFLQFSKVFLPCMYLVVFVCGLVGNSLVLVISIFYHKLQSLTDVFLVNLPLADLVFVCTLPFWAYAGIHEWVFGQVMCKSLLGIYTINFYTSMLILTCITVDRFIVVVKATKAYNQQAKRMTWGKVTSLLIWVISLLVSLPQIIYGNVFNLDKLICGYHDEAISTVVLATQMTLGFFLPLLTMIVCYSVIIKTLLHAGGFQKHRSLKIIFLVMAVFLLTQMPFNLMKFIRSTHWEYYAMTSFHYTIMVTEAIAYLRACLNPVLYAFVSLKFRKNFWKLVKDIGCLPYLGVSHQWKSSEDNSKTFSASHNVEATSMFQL
# CCR6 antagonist: CCR6 receptor antagonists, primary screen, cell-based, CHO-K1, luminescence, beta-arrestin, uHTS | C-C chemokine receptor type 6 (Homo sapiens), P51684 | CHO-K1 CCR6 PathHunter beta-arrestin, CCL20-stimulated | inhibition, % at 20 µM | actives 0.49% (n = 340,000) | AID 493098, 2011;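 active = compounds whose inhibition of the agonist-driven luminescence signal at 20 µM reaches about 50%, limit read from the data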;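 note: cells stimulated with CCL20 at 14 nM final; plate controls were DMSO with CCL20 for no effect and DMSO without agonist for full effect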
# Target sequence (P51684 whole entry, looked up): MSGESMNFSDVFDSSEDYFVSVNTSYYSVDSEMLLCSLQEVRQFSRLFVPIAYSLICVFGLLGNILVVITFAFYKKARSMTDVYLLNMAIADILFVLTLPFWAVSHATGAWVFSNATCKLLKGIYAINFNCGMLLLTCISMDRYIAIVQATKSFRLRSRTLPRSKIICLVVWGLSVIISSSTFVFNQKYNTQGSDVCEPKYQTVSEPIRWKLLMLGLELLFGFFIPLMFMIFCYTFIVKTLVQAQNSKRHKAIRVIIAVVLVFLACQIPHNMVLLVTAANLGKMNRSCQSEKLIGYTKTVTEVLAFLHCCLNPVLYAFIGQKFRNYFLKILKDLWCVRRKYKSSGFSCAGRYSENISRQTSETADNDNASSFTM
# CHOP UPR activ: activators of apoptotic CHOP UPR arm, primary screen, cell-based, CHO-CHOP luciferase reporter, luminescence, uHTS | UPR activation; percent of tunicamycin response over DMSO baseline | activation, % at 10 µM | actives 0.34% (n = 330,000) | AID 449763, 2010;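 active = at 10 µM dose, activation of 40% or more, normalized to positive control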;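 note: 100% = tunicamycin at 10 µg/mL and 0% = DMSO alone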
#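 Dosing – one dose, 10 µM in 0.5% DMSO · System – CHO-CHOP cells, stable luciferase reporter of PERK-eIF2a-CHOP signalling · Input – 500 cells/well · Control set – tunicamycin 10 µg/mL final as positive, DMSO-only wells as negative · Timing – 6 h compound treatment, 37 °C · Measure – % activation vs tunicamycin · Technique – luminescence read with Steady-Glo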
# Jurkat NFkB inh: inhibitors of induced NF-kB luciferase reporter, primary screen, TCR NF-kB activation inhibitor project, cell-based, luminescence, uHTS | Jurkat, PMA/ionomycin-induced NF-kB luciferase reporter | inhibition, % at 4 µM | actives 0.53% (n = 330,000) | AID 435003, 2010; in the data active = inhibition above about 50%
# 697 NFkB inh: inhibitors of PMA/ionomycin-induced NF-kB reporter, 697 cells, primary screen, B-cell NF-kB inhibitor project, cell-based, luminescence, uHTS. 697 B-cell NF-kB luciferase reporter, 16 h. inhibition, % at 4 µM. actives 0.33% (n = 330,000); in the data active = inhibition above about 35%
# UPR XBP1 act: activators of adaptive XBP1 UPR arm, primary screen, cell-based, CHO-XBP1 luciferase reporter, luminescence, uHTS. IRE1-XBP1 UPR activation; percent of tunicamycin response, DMSO as zero. AID 463104, 2010. actives 0.33% (n = 330,000). activation, % at 20 µM;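 active = versus positive control, 20 µM dose yields 30% or more activation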;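 note: 100% = tunicamycin at 10 µg/mL and 0% = DMSO only wells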
#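 Signal: luciferase luminescence; Assay system: CHO-XBP1 luciferase reporter cells; Amount: one thousand reporter cells per well; Dosing: 20 µM single concentration, DMSO 1%; Benchmarks: high control tunicamycin 10 µg/mL final, low control DMSO vehicle only; Schedule: 6 h compound exposure at 37 °C, 5% CO2; Evaluation: percent activation relative to tunicamycin reference.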
# EBI2 block: EBI2 receptor antagonists, beta-arrestin recruitment, primary screen, cell-based, luminescence, 7a,25-OHC stimulation, uHTS | 7a,25-OHC stimulated | G-protein coupled receptor 183 (Homo sapiens), P32249 | inhibition, % at 5 µM | actives 0.81% (n = 360,000) | AID 651636, 2012; in the data active = inhibition above about 38%;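 note: enzyme fragment complementation signal reports receptor beta-arrestin coupling in cells; 0% = agonist plus DMSO wells and 100% = wells without agonist; some results beyond the cut were filed as inactive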
# Target sequence (P32249 whole entry, looked up, the tested form may be a part): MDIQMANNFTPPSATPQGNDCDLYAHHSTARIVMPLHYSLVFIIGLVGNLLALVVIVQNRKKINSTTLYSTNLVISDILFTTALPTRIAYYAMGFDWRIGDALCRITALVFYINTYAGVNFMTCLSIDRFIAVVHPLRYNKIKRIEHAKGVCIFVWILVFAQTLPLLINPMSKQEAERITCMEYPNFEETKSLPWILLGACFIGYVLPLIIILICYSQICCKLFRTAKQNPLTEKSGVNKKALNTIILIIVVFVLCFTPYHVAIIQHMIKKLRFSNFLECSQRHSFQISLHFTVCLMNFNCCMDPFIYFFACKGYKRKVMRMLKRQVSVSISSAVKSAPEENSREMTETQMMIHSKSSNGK
# Numbers without * were called inactive; x = not tested or not shown. Random draw from the library, and some 5% of all compounds hit somewhere here.
SMILES,Gli-Sufu antag,Mdm2-MdmX inh,CXCR6 inh,CCR6 antagonist,CHOP UPR activ,Jurkat NFkB inh,697 NFkB inh,UPR XBP1 act,EBI2 block
CCN(CC(=O)N1CCCC1)S(=O)(=O)c1ccc2ccccc2c1,-13,-25,-2,-10,1.6,12,-19,-3,2
O=C(COc1cc2oc(=O)c3c(c2cc1Cl)CCC3)NCc1ccncc1,3,1,2,10,0.7,-3,16,-2,-8
O=C(O)c1ccccc1OCCOc1ccccc1C(=O)O,3,8,-4,13,-0.1,-7,-11,-1,-1
C1CCC(Nc2nc3nonc3nc2N2CCSCC2)C1,-9,15,-11,8,-2.1,-14,-7,-2,-9
CC(C)(C)c1cc(-c2ccccc2)no1,3,-11,-2,15,1.0,-4,3,0,-6
Cc1ccc2sc(NNC(=O)c3ccc4c(c3)OCCO4)nc2c1C,-10,4,-16,1,0.6,11,11,2,2
COC(=O)[C@@H]1C[C@@H](c2ccccc2)[C@H](C)C1(C)C,-8,7,3,1,-0.6,7,18,-2,2
Cc1ccc(NC(=O)C2CCN(S(C)(=O)=O)CC2)cc1,-1,7,1,-6,0.5,8,8,-1,9
O=C(NCc1cccc(C(F)(F)F)c1)c1cccc(S(=O)(=O)N2CCN(Cc3ccccc3)CC2)c1,12,35,-2,14,-1.2,5,-2,-3,-7
CC(=O)N1c2ccc(S(=O)(=O)N3CCC(C(=O)N4CC(C)CC(C)C4)CC3)cc2CC1C (stereo unspecified),-20,-6,-13,-2,0.2,11,5,-2,1
O=C(NCCOc1ccccc1)C1=CC=CN2CCS(=O)(=O)N=C12,4,1,-3,2,-0.6,-7,9,-1,10
Cc1ccc(S(=O)(=O)N2CCN(c3ccccc3)CC2)s1,-3,-13,-2,0,-0.2,10,5,2,-1
COc1cc2c(cc1OC)C(C)N(CCc1ccc(Cl)cc1)CC2 (stereo unspecified),6,26,0,2,-1.4,0,13,-4,-13
COC(=O)c1cc(S(=O)(=O)NCC2CCN(Cc3cc(C)ccc3C)CC2)cn1C,14,13,2,16,-0.1,18,-22,-10,14
CCn1cc(S(=O)(=O)Nc2nc3ccc(OC)cc3s2)cn1,-8,4,2,-2,3.6,0,8,-6,-2
CCOC(=O)c1c(-c2ccc(-c3ccccc3)cc2)csc1NC(=O)C1C2CCC(O2)C1C(=O)O (stereo unspecified),5,10,-3,10,-0.6,-11,0,-3,5
COC(=O)C1=C(C)N(Cc2ccccc2)C(=NCCc2c[nH]c3ccccc23)N[C@H]1c1cccc(F)c1,11,98*,-7,2,11,-9,13,21,-9
O=C(CNC(=O)c1ccc(Cl)cc1Cl)OCc1cn2cc(Br)ccc2n1,3,7,5,4,0.6,1,10,1,-4
Cc1c(C(c2cc3c(cc2Br)OCO3)c2c(C)n(C)n(-c3ccccc3)c2=O)c(=O)n(-c2ccccc2)n1C,25,1,4,3,-1.9,18,16,2,18
CC(=O)NC(=S)Nc1ccc(NC(=S)NC(=O)/C=C/c2ccco2)cc1,8,73*,12,17,0.4,36,-2,7,-25
O=c1c2ccccc2nnn1Cc1ccccc1,0,12,10,11,2.7,4,15,-2,-4
COc1ccc(NC(=O)COc2cccc3c2CCN(C)C3=O)c(OC)c1,13,18,0,6,-0.2,5,21,-3,15
CCOCCCNC(=O)C(NC(=O)c1ccc2c(c1)OCO2)c1ccccc1 (stereo unspecified),4,4,-2,-1,1.9,-10,10,-2,-9
O=C(O)C1CCCNC1 (stereo unspecified),3,-10,-2,3,2.7,6,19,-4,-6
O=C(c1ccc(S(=O)(=O)NCC2CCCO2)cc1)N1CCN(c2ccccc2F)CC1 (stereo unspecified),5,19,4,-9,-1.2,-11,10,-2,1
COCCn1nnnc1C(c1cc2cc(C)ccc2[nH]c1=O)N1CCN(C2CCCCC2)CC1 (stereo unspecified),14,17,0,-1,9.1,2,21,-4,-5
NC(=O)c1ccc(Nc2nnc(-c3ccc(O)cc3)c3ccccc23)cc1,2,-8,2,10,-0.4,0,14,1,-2
O=c1c2ccccc2nc(SCc2cn3ccsc3n2)n1-c1ccccc1F,8,25,12,1,-5.3,-13,-9,11,2
O=C(COc1cccnc1[N+](=O)[O-])NCc1ccco1,-1,29,-7,6,-2.0,1,7,-2,-9
Cc1ccccc1C(=O)NNC(=O)Cc1ccccc1,x,13,-2,5,-0.8,-14,9,-2,-9
CS(=O)(=O)N1CCC(C(=O)Nc2ccc3c(c2)OCCO3)CC1,-5,0,-1,-2,1.9,-4,8,2,-14
Cc1cc(Cl)ccc1OCC(=O)NC1CCCC1,-33,12,-3,8,2.0,-15,-33,3,-16
N#Cc1c(N)c(C(=O)c2ccccc2)n2c1CCCC2,-3,-1,6,1,-1.9,-1,-14,0,-2
CCCCOc1ccc(N2CC(C(=O)NCCc3ccc(OC)c(OC)c3)CC2=O)cc1 (stereo unspecified),4,6,-4,-4,0.6,7,0,-3,0
COc1ccccc1NS(=O)(=O)c1cc(C(=O)NCc2ccco2)ccc1C,4,10,4,14,-0.8,-8,18,-3,2
Clc1ccc(-c2nc(-c3cc4cc(Cl)ccc4o3)cs2)cc1,20,50,4,6,0.3,4,17,3,-4
Cc1ccccc1CN1CCC(CNC(=O)Nc2ccc(F)cc2F)CC1,20,-25,-1,10,0.4,3,26,-3,3
Cc1cccc(/C=N/NC(=O)CNc2cccc3ccccc23)n1,13,40,-8,5,0.4,17,-26,-2,-6
CC(=O)CCc1ccc(OCC(O)CNC2CCCc3ccccc32)cc1 (stereo unspecified),-8,10,-9,6,-0.1,3,7,-1,0
CCCN1C(=O)C(Cc2nc3ccccc3c(=O)n2-c2ccccc2)c2ccccc21 (stereo unspecified),7,10,6,14,-1.2,-14,-3,1,11
Cc1nn(CC(O)COc2ccc3c(c2)CCC3)c(C)c1C (stereo unspecified),-3,14,-7,8,-1.6,-1,14,-1,5
CCCS(=O)(=O)Nc1ccc(Nc2c3ccccc3nc3ccccc23)c(OC)c1,79*,x,11,27,x,x,x,x,5
CCS(=O)(=O)N1CCC(C(=O)NCCCN2CCC(Cc3ccccc3)CC2)CC1,-4,25,-11,4,-1.6,-6,-16,-1,-14
CCOC(=O)C1=C(C)C(c2ccccc2O)NC(=O)N1 (stereo unspecified),11,20,-7,4,-3.1,8,2,-3,-13
O=C1/C(=C\c2cccnc2)CCc2ccccc21,2,11,-41,4,-1.5,6,-33,-5,-66

# Copied from the list.
# CCR6 antagonist with CCOC(=O)C1=C(C)C(c2ccccc2O)NC(=O)N1 (stereo unspecified) : 4
# Gli-Sufu antag with CCCCOc1ccc(N2CC(C(=O)NCCc3ccc(OC)c(OC)c3)CC2=O)cc1 (stereo unspecified) : 4
# 697 NFkB inh with Cc1cc(Cl)ccc1OCC(=O)NC1CCCC1 : -33
# EBI2 block with CCCS(=O)(=O)Nc1ccc(Nc2c3ccccc3nc3ccccc23)c(OC)c1 : 5

# The main list resumes, starting two compounds before the break.
SMILES,Gli-Sufu antag,Mdm2-MdmX inh,CXCR6 inh,CCR6 antagonist,CHOP UPR activ,Jurkat NFkB inh,697 NFkB inh,UPR XBP1 act,EBI2 block
CCOC(=O)C1=C(C)C(c2ccccc2O)NC(=O)N1 (stereo unspecified),11,20,-7,4,-3.1,8,2,-3,-13
O=C1/C(=C\c2cccnc2)CCc2ccccc21,2,11,-41,4,-1.5,6,-33,-5,-66
O=C(Nc1cccc(S(=O)(=O)NC2=NCCC2)c1)C1CC(=O)N(c2ccc3c(c2)OCCO3)C1 (stereo unspecified),x,8,7,-14,-2.1,11,18,-3,1
CC(C)n1c(NCc2c[nH]c3ccccc23)nc2ccccc21,-9,-2,-7,-8,0.5,8,2,-2,-19
CC1CN(C(=S)Nc2cccc(Cl)c2Cl)CC(C)O1 (stereo unspecified),5,-9,6,-16,4.0,2,10,-3,-3
NC(=O)CC[C@@H]1NC(=O)[C@H](CO)NC(=O)c2cc([N+](=O)[O-])cc(I)c2NCC[C@@H](C(N)=O)NC1=O,4,-15,-8,-6,-1.3,-4,6,0,-17
Cc1ccc(S(=O)(=O)Nc2cccc(Oc3cnccn3)c2)cc1,3,23,2,0,-0.5,-13,-41,-5,-8
Cc1ccc(CN(C)C(=O)c2c(C)nn(-c3ccccc3)c2C)cc1,4,10,3,6,0.3,-8,-5,3,-5
Cc1oc2c(CN3CCOCC3)c(O)ccc2c(=O)c1-c1ccc(Br)cc1,-23,8,-1,-4,-1.2,20,0,-3,-9
CC(=O)Nc1cccc(C(=O)NC2CCCc3c2cnn3-c2cc(C)cc(C)c2)c1 (stereo unspecified),3,-16,-5,3,4.8,10,-10,-2,2
O=C(CNC(=O)c1cccs1)NCCN1CCN(c2ccccc2F)CC1,2,16,7,3,-1.8,-5,20,-3,14
CCn1c(=O)c2c(O)cc(=O)oc2c2ccccc21,-6,8,6,1,-1.1,-28,-31,-3,1
CCCc1cc(=O)[nH]c(SCC(=O)Nc2ccc(OC)c(S(=O)(=O)N3CCCCC3)c2)n1,-1,17,-6,9,-0.1,-2,9,-2,8
COc1cccc(/C(O)=C2\C(=O)C(=O)N(c3ccccn3)C2c2ccccc2OC)c1 (stereo unspecified),6,1,1,-8,-0.3,0,23,-1,8
O=S(=O)(Cc1ccccc1)c1ccccc1-c1nnc(-c2ccccc2)o1,6,16,14,4,-1.8,0,13,-1,13
Cc1nnc(NC(=O)CSc2nnc3scc(-c4ccc(C)c(C)c4)n23)s1,5,-13,-4,10,1.5,-2,10,0,-4
CCOc1cc(C2C3=C(CC(C)(C)CC3=O)N(CCCOC)C3=C2C(=O)CC(C)(C)C3)ccc1O,5,13,3,1,-0.1,-7,-9,-2,-11
COc1ccc(CC(=O)Nc2cccc3ncccc23)cc1OC,8,4,-4,3,-1.0,2,9,-2,-16
CN(CC(=O)Nc1ccc(Cl)c(Cl)c1)C1CCCCC1,10,18,-13,20,0.6,7,3,-4,5
COc1ccc(CN(CCC(c2ccccc2)c2ccco2)C(=O)c2ccco2)cc1 (stereo unspecified),9,6,4,16,-1.8,-7,10,1,10
Cc1ccccc1OCC(=O)N/N=C/c1ccc(Sc2nc3ccccc3s2)o1,7,8,-1,-2,-0.3,-9,-18,-1,19
CCOC(=O)c1sc2nc(C)nc(NCc3ccccc3)c2c1C,2,52*,2,-6,1.2,31,-4,7,30
CC1CCN(C(=O)c2ccc(CS(=O)(=O)Cc3ccccc3)cc2)CC1,32,29,-8,-3,1.0,12,-13,-5,-11
O=[N+]([O-])c1nn(-c2ccc3c(c2)OCCO3)n(O)c1=NCc1ccc(F)cc1Cl,-89,-61,-4,2,3.1,-114,-116,2,-5

# Screening data (PubChem)
